Screens from PubChem BioAssay.
Y pestis TopoI – inhibitors of Yersinia pestis topoisomerase I; Y. pestis Topo-I cleavage product accumulation, plate reader; activity, % at 10 µM; 0.064% of 360,000 active; AID 504884; in the data active = activity above about 50%, passing the limit was not always enough; also: inactives centre near 2
Vc quorum ag – inducers of Vibrio cholerae quorum light production without autoinducers. V. cholerae BH1578 lux reporter, luminescence, 6 h. activation, % at 18.7 µM. 0.16% of 350,000 active. AID 588436; in the data active = activation mostly above about 9.7%, no sharp cut-off; also: not every result past the cut was called active; inactives centre near 0; reference of the scale not given here
TcdB GH inh – inhibitors of Clostridioides difficile toxin B glycohydrolase; TcdB glycohydrolase enzymatic assay, plate reader; inhibition, % at 9.99 µM; P18177; 0.24% of 350,000 active; in the data active = inhibition above about 10%
CCHFV vOTU inh – blocks the CCHF virus ovarian tumor domain protease | CCHFV vOTU protease, Pep-AMC fluorescence | AID 651958 | 0.55% of 370,000 active | inhibition, % at 11.5 µM; in the data active = inhibition above about 30%; also: 0% = vehicle wells with enzyme and 100% = no enzyme wells
Anthrax LF prot – inhibitors of Bacillus anthracis lethal factor protease | inhibition, % at 10 µM | AID 588501 | multiplex microsphere protease cleavage assay, LF | 0.12% of 360,000 active; also: plate controls were buffer without enzyme for full effect and enzyme alone for no effect
PriA SSB inh – K. pneumoniae PriA-SSBct interaction inhibition; AlphaScreen SSBct-PriA binding, biotinylated peptide; inhibition, % at 33 µM; 0.6% of 430,000 active; in the data active = inhibition mostly above about 37%, no sharp cut-off; inactive = mostly below about 20%;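 also: plate controls were negative control peptide for no effect and reference peptide for full effect; strong numbers were not always called active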
PfHsp40 rescue – compounds rescuing yeast from Plasmodium falciparum HSP40 toxicity; S. cerevisiae expressing PfHsp40, growth rescue, ATP luminescence; growth rescue, % at 12.5 µM; 0.68% of 340,000 active; in the data active = growth rescue above about 28%, passing the limit was not always enough;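 also: yeast W303a lacking pdr1 and pdr3 grown in galactose medium; growth measured after three days at 30 °C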
DUSP3 inh – DUSP3 (human) phosphatase inhibition; P51452; recombinant VHR phosphatase, pNPP absorbance; inhibition, % at 13.3 µM; 0.52% of 290,000 active; in the data active = inhibition above about 50%; also: some compounds called inactive have numbers as strong as hits
SARS 3CLpro inh – SARS-CoV 3CLpro protease inhibition | P0C6X7 | recombinant SARS-CoV 3CLpro, quenched FRET peptide cleavage | inhibition, % at 6 µM | 0.14% of 290,000 active; in the data active = inhibition above about 12%
BoNT A protease – BoNT A light chain protease inhibition. multiplex microsphere protease substrate cleavage, flow cytometry. inhibition, % at 10 µM. 0.17% of 360,000 active. AID 588499; also: plate controls were buffer without enzyme for full effect and enzyme alone for no effect
* = called active by the depositor; i = inactive; / = no result given; & = joins results of further samples. Rule as the data show it, unless noted: active = inhibition above about 30%; inconclusive = no clear call, values can overlap the other calls; inactive = below that. Only part of the results is shown, so the mix of outcomes need not match the whole.

1	COc1ccc(NC(=O)CSc2n[nH]c(N)n2)cc1OC
2	CCOc1ccc(CCNC(=O)CCc2nnc3ccc(N4CCOCC4)nn23)cc1
3	Cc1ccc(S(=O)(=O)N(C)C)cc1NC(=S)NCCc1ccccn1
4	CCOc1ccc(/C=C2/C(=O)N(c3ccc(OC)cc3)C(=S)N2CC(=O)OC)cc1OCC
5	CCCc1nnc(SCC(=O)N2CCCCC2C)n1CC1CCCO1 (stereo not given)
6	CSCC(C)N1CCC(CO)(CCCc2ccccc2)CC1 (stereo not given)
7	Cc1cnc(C)c(Nc2nc(C(N)Cc3ccc(F)cc3)cs2)n1 (stereo not given)
8	CC(=O)Nc1cc(-c2ccc(C(=O)NC3CC3)cc2)cn2c(-c3cccc(C(C)=O)c3)cnc12

Assay by compound	1	2	3	4	5	6	7	8
Y pestis TopoI	1.5	-7.3	-9.8	20.0	1.2	3.9	-2.0	14.7
Vc quorum ag	0.3	-0.2	-0.3	0.6	-5.4	-0.5	-0.9	i
TcdB GH inh	1.9	0.0	1.0	/	/	0.1	0.5	0.0
CCHFV vOTU inh	-3.3	1.8	-4.0	0.6	8.5	-3.8	-4.6	-2.4
Anthrax LF prot	3.2	2.6	-2.5	16.1	-1.1	2.8	-8.8	-4.6
PriA SSB inh	-8.0	-3.0	7.5	5.9	1.6	-7.9	/	/
PfHsp40 rescue	-1.8	2.1	0.1	0.2	0.2	-0.9	/	/
DUSP3 inh	5.1	33.1	-4.0	-0.3	3.3	-14.0	/	/
SARS 3CLpro inh	2.5	0.1	-2.0	3.4	1.4	2.6	/	/
BoNT A protease	-1.1	0.3	-0.1	19.0	0.7	-0.4	-0.2	0.3

9	O=C(COc1cc(Cl)ccc1Cl)Nc1ccc2c(c1)CCC2
10	CN1CC=C2C(C#N)=C(N)C(C#N)(C#N)C(c3ccsc3)C2C1 (stereo not given)
11	COc1ccc2c(c1)C(C)(CCN)C(=O)N2C (stereo not given)
12	COCCCNC(=O)CN1C(=O)/C(=C/c2ccccc2)Sc2ccccc21
13	COc1ccc(NC(=O)CSc2nc3ccccc3nc2N2CCCCC2)cc1
14	CCOC(=O)c1[nH]c(C)c(C(=O)NC)c1C
15	OCC[C@H]1C[C@@H](O)[C@H](O)[C@]2(CCCc3ccccc3O2)O1
16	O=C(Cc1ccc(NC2=NC3CS(=O)(=O)CC3S2)cc1)NCCc1ccccc1 (stereo not given)

Assay by compound	9	10	11	12	13	14	15	16
Y pestis TopoI	1.4	-17.3	-7.5	31.5	40.8	3.1	-6.8	0.0
Vc quorum ag	i	i	i	i	0.3	i	i	-0.3
TcdB GH inh	1.1	/	1.4	0.4	0.8	0.7	1.2	-0.2
CCHFV vOTU inh	-2.2	-19.6	-4.6	-4.0	-0.9	-1.1	8.0	3.0
Anthrax LF prot	0.3	0.4	1.5	2.0	-5.6	1.6	-7.5	3.6
PriA SSB inh	-9.1	7.3	2.7	-2.5	0.1	-4.3	-13.9	-4.7
PfHsp40 rescue	-0.1	-1.0	0.1	5.6	-0.1	-0.6	-1.3	1.5
DUSP3 inh	2.6	20.8	/	11.2	13.4	-9.7	/	-10.3
SARS 3CLpro inh	-1.0	-9.1	/	-3.5	2.1	4.8	/	-2.6
BoNT A protease	0.9	3.3	0.4	0.2	0.2	0.0	-0.2	0.5

17	CCCOc1ccc(CSC(CC(=O)O)C(=O)O)cc1 (stereo not given)
18	CC1=CC(C)(C)NC(=S)N1c1ccc2ccccc2c1
19	CC1([N+](=O)[O-])COC2(CCCCC2)OC1
20	CC(C)c1ccc(NC(=O)Cn2ncn3c(cc4ccccc43)c2=O)cc1
21	O=C1C2C3C=CC(C3)C2C(=O)N1CCN1CCN(Cc2ccc([N+](=O)[O-])cc2)CC1 (stereo not given)
22	O=S(=O)(c1ccc2ccccc2c1)N1CCN=C1SCc1cccnc1
23	CC(C)(C)NC(=O)C(=O)NC(=O)c1c(F)cccc1Cl
24	COc1ccccc1N=c1oc2c(OC)cccc2cc1C(=O)NCc1ccco1

Assay by compound	17	18	19	20	21	22	23	24
Y pestis TopoI	6.2	7.2&12.7	-1.9	13.6	-1.1	18.8	1.3	3.1
Vc quorum ag	/	-2.0	i	-0.3	i	-0.3	i	i
TcdB GH inh	/	0.2	0.8	1.2	1.0	/	0.4	/
CCHFV vOTU inh	-2.1	-9.6&-7.0	8.6	21.1	-9.7	-10.3	-0.2	/
Anthrax LF prot	3.4	0.5&-1.5	1.7	0.6	1.2	-0.6	-1.6	-3.2
PriA SSB inh	-11.5	-0.8	7.6	2.6	-18.0&-10.1	-1.5	-8.8	-6.3
PfHsp40 rescue	-0.8	2.1&-0.1	1.1	-0.8	0.2	0.4	-2.0	0.5
DUSP3 inh	22.8	14.5	/	-22.1	6.4	9.8	22.4	24.0
SARS 3CLpro inh	3.4	-4.0	/	-2.7	4.2	-2.7	-0.3	1.5
BoNT A protease	-1.4	0.3&0.3	0.7	0.4	-0.1	0.6	0.1	0.8

Quoted at random: 5 entries already listed, in no set order.
18	CC1=CC(C)(C)NC(=S)N1c1ccc2ccccc2c1
20	CC(C)c1ccc(NC(=O)Cn2ncn3c(cc4ccccc43)c2=O)cc1
22	O=S(=O)(c1ccc2ccccc2c1)N1CCN=C1SCc1cccnc1
17	CCCOc1ccc(CSC(CC(=O)O)C(=O)O)cc1 (stereo not given)
24	COc1ccccc1N=c1oc2c(OC)cccc2cc1C(=O)NCc1ccco1

Assay by compound	18	20	22	17	24
Y pestis TopoI	7.2&12.7	13.6	18.8	6.2	3.1
Vc quorum ag	-2.0	-0.3	-0.3	/	i
TcdB GH inh	0.2	1.2	/	/	/
CCHFV vOTU inh	-9.6&-7.0	21.1	-10.3	-2.1	/
Anthrax LF prot	0.5&-1.5	0.6	-0.6	3.4	-3.2
PriA SSB inh	-0.8	2.6	-1.5	-11.5	-6.3
PfHsp40 rescue	2.1&-0.1	-0.8	0.4	-0.8	0.5
DUSP3 inh	14.5	-22.1	9.8	22.8	24.0
SARS 3CLpro inh	-4.0	-2.7	-2.7	3.4	1.5
BoNT A protease	0.3&0.3	0.4	0.6	-1.4	0.8

Carrying on:
25	CC(NC(=S)NC1CCCCC1)c1ccccc1 (stereo not given)
26	COc1ccc(-c2cc(C)no2)cc1S(=O)(=O)N1CCN(c2cccc(C)c2)C(C)C1 (stereo not given)
27	C/C=C(/C)C(=O)Nc1cccc(C2=NOC3(C2)C[C@@H](C(N)=O)N(C(=O)c2ccc(OC)cc2)C3)c1 (stereo not given in full)
28	CN(C)CCCNC(=O)c1cc(C(=O)c2cccc(Cl)c2Cl)c[nH]1
29	Cc1cccc(CN2CCN(C(=O)Cc3ccccc3)CC2)c1
30	COC(=O)CCC(=O)N1CCCC(CO)(Cc2ccccc2C)C1 (stereo not given)
31	O=C(N/N=C/c1ccc[nH]1)c1ccccc1OCc1ccc(F)cc1
32	O=C(CSc1nnc(NC(=O)c2ccccc2F)s1)Nc1ccccc1F

Assay by compound	25	26	27	28	29	30	31	32
Y pestis TopoI	-3.6	24.5	9.3	-7.0	10.0	0.7	-3.5	5.9
Vc quorum ag	-0.9	-1.7	i	-0.8	-0.8	-0.2	-2.3	-0.4
TcdB GH inh	1.5	0.3	1.2	0.4	1.7	0.7	0.2	-1.9
CCHFV vOTU inh	-9.2	19.1	-5.8	6.1	4.5	-12.7	8.1	-5.1
Anthrax LF prot	-12.7	-2.3	-2.2	-0.8	-3.9	0.9	-11.0	-6.4
PriA SSB inh	-10.4	18.3	-10.1	4.3	-3.6	-11.0	/	-2.8
PfHsp40 rescue	-1.4	6.2	-0.8	0.9	0.9	-1.7	-0.8	1.1
DUSP3 inh	23.3	-0.7	14.9	/	13.6	17.3	19.1	-23.5
SARS 3CLpro inh	-5.5	9.6	/	1.1	3.8	0.5	0.7	1.2
BoNT A protease	-3.6	-2.9	-0.7	-1.4	2.2	-0.2	0.4	-0.4

33	Cc1ccc(CN2C(=O)c3ccccc3Sc3ccc(C(=O)NCCCN4CCOCC4)cc32)cc1
34	O=C(Cc1ccccc1Cl)Nc1nc2ccccc2[nH]1
35	Clc1ccccc1Nc1nnc(-c2ccncc2)s1
36	CN(CCc1ccccc1)C(CCc1ccccc1)C(=O)Nc1ccc2c(c1)OCCO2 (stereo not given)
37	COc1ccc(CC(=O)OCc2cc3ccccc3[nH]c2=O)cc1
38	O=C(CC1SC(N2CCCCC2)=NC1=O)Nc1ccc(C(=O)O)cc1 (stereo not given)
39	CC1(C(=O)N2CCN(Cc3ccccc3Cl)CC2)CC1(Cl)Cl (stereo not given)
40	CC1=CC(C)(C)N=C(NC#N)N1

Assay by compound	33	34	35	36	37	38	39	40
Y pestis TopoI	-6.1	-0.9	-4.8	/	13.0	11.4	11.6	6.4
Vc quorum ag	-2.0	0.0	-0.2	/	/	0.8	-0.4	i
TcdB GH inh	1.6	0.3	-0.1	0.8	/	-2.7	-0.1	/
CCHFV vOTU inh	-6.0	-8.0	-0.5	0.8	5.8	21.2	-4.7	-2.9
Anthrax LF prot	-5.7	-3.0	-2.4	-1.7	-1.1	-9.0	24.9	-1.1
PriA SSB inh	-1.6	-17.4	-3.8	/	-23.1	5.7	-2.8	-11.0
PfHsp40 rescue	-1.1	0.8	-1.8	/	0.4	-0.2	0.8	0.6
DUSP3 inh	-3.6	13.1	8.8	/	-34.4	/	-10.0	-0.2
SARS 3CLpro inh	3.7	-2.2	-0.1	/	2.8	/	-2.5	3.3
BoNT A protease	-0.1	0.6	-0.6	-0.3	-0.1	-0.3	-2.3	0.8

41	O=C(NCc1ccccc1Br)c1cccc2c1C(=O)c1ccc(-c3ccc(OC(F)(F)F)cc3)cc1S2(=O)=O
42	COc1cc(OC)cc(C(=O)Nc2nc3ccccc3[nH]2)c1
43	CCCc1nc(SCC(=O)N2CCC(Cc3ccccc3)CC2)c2c(=O)n(C)c(=O)n(C)c2n1
44	O=C(C1=C[C@H](C2CC2)C[C@H](OCCCCO)O1)N1CCN(Cc2ccc3c(c2)OCO3)CC1
45	N#Cc1cccc(NC(=O)c2cncn2-c2ccccc2)c1
46	CCc1nc2c(OCCc3cccc(OC)c3)cccn2c1N(C)C(=O)c1ccc(OC)cc1
47	c1ccc(-c2noc(COc3ccc4c(c3)OCO4)n2)cc1

Assay by compound	41	42	43	44	45	46	47
Y pestis TopoI	-8.3	-10.1	5.8	17.7	-0.1	20.0	-4.0
Vc quorum ag	i	3.1	1.0	i	-0.2	i	i
TcdB GH inh	/	/	0.2	-7.5&1.1	0.2	-0.2	/
CCHFV vOTU inh	/	-3.4	-4.8	-1.0	1.9	16.5	13.4
Anthrax LF prot	7.8	-2.8	2.0	-2.2	-12.2	0.4	-4.1
PriA SSB inh	-6.4	0.6	-6.2	-3.4	-4.0	/	-38.6
PfHsp40 rescue	-0.3	-0.4	184.3*	-0.7	-0.9	/	0.9
DUSP3 inh	/	9.0	6.6	21.1	17.1	/	17.5
SARS 3CLpro inh	/	5.9	-2.6	0.7	3.3	/	-5.2
BoNT A protease	-0.2	0.7	-0.4	0.0	-3.5	-0.1	-1.2
